High-throughput results as filed in PubChem BioAssay.
DT40 TDP1 CPT: qHTS for Inhibitors of human tyrosyl-DNA phosphodiesterase 1 (TDP1): qHTS in cells in presence of CPT | chicken DT40 Tdp1-/-;hTDP1 cells + 20 nM CPT, ATP luminescence, 48 h | Potency, µM (top dose mostly 46.2 µM), without a hit: at the top dose activity change, negative = growth inhibition, actives largely listed as inhibitors | hit rate 12% among 420,000; note: nearly all actives have a fitted effect of over 55% in size
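Chicken DT40 Tdp1-/- cells stably complemented with human TDP1 were seeded at 400 cells/well in medium containing 20 nM camptothecin, exposed to pin-transferred compounds, and grown at 37 °C for at least 48 hr. Viability was read as ATP luminescence.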
TDP1 inh: qHTS Assay for Inhibitors of Tyrosyl-DNA Phosphodiesterase (TDP1). Tyrosyl-DNA phosphodiesterase 1 (Homo sapiens), Q9NUW8. recombinant TDP1, AlphaScreen DNA substrate cleavage. Potency, µM (titrated, usually from 130 µM), for the others: at the top dose activity change, negative = inhibition, usual class: inhibitors. hit rate 0.28% among 350,000. AID 485290, 2010; note: nearly all actives have a fitted effect of over 40% in size
Target sequence (Q9NUW8 whole entry, looked up): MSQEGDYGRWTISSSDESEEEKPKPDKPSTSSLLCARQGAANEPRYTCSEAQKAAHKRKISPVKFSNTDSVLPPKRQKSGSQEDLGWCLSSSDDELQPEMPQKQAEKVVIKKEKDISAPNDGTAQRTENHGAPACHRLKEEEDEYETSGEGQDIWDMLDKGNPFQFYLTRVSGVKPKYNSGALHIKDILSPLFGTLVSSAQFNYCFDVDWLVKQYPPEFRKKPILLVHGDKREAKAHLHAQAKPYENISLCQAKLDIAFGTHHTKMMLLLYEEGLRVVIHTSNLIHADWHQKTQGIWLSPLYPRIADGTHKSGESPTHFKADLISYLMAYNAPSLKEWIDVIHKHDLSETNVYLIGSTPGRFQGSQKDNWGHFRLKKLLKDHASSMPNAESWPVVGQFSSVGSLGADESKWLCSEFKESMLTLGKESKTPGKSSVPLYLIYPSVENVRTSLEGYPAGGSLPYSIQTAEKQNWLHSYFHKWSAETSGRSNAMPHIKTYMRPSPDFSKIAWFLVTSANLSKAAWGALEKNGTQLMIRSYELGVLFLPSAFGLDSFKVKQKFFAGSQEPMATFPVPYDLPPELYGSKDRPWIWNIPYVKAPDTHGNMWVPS
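Tdp1 1 nM final; 15 min RT w/ cpd; substrate 15 nM, 5 min; beads 10 ug/ml, 10 min; AlphaScreen read. Neg ctrl: no enzyme.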
TDP1 cell noCPT: qHTS for Inhibitors of human tyrosyl-DNA phosphodiesterase 1 (TDP1): qHTS in cells in absence of CPT | DT40 Tdp1-/- hTDP1 cells, no CPT, ATP luminescence, 48 h | Potency, µM (top dose mostly 46.2 µM), for inactives: top-dose activity change, negative = growth inhibition, usual class: inhibitors | hit rate 15% among 420,000; note: nearly all actives have a fitted effect of over 55% in size
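Camptothecin absent (DMSO only). Human TDP1-complemented DT40 knockout cells, 400 cells/well, 37 °C for minimum 48 hr; ATP measured via CellTiter-Glo, 30 min dark incubation, luminescence.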
An asterisk follows results filed as active; u = inconclusive; x = not tested or not shown; & = joins results of further samples; [ ] = another dose, or the depositor's remark. Calls come from the whole dose curve; as a rule, active = well fitted curve in the direction sought with a large enough effect; inconclusive = small, poorly fitted or top-dose-only effect, or another doubt; inactive = no such curve, though single readings can be large; an effect the other way counts as inactive or inconclusive. % is set by controls: 0 for no effect and ±100 for the full control effect; potency is the fitted concentration of half-maximal effect. Rows are unselected (roughly 18% active in at least one column).

#	structure	DT40 TDP1 CPT	TDP1 inh	TDP1 cell noCPT
1	Brc1ccc(-c2nnc3c4ccccc4nc(N4CCOCC4)n23)cc1	u	3%	u
2	CCNC(=S)N/N=C/c1cc(Br)cc(Br)c1OC	5.2µM*	5%	6.5µM*
3	O=C1CS/C(=C\[N+](=O)[O-])N1c1ccccc1	u	5%	u
4	Cc1ccc(NC(=O)CN2C(=O)NC(Cc3ccccc3)C2=O)cc1 (stereo not given)	u	8%	-11%
5	C[C@H]1CN([C@@H](C)CO)C(=O)c2cc(C3=CCCCC3)cnc2O[C@@H]1CN(C)C(=O)Cc1ccccc1	u	x	u
6	Cc1ccc(C(=O)Nc2nnc(SCC(=O)N3CCCc4ccccc43)s2)cc1	6%	2%	u
7	Cc1cccc(C)c1NC(=S)NC(=O)c1ccccc1F	u	5%	u
8	CCN(C(=O)C(NS(=O)(=O)c1ccc(Br)s1)c1ccccc1)c1ccc(C)c(C)c1 (stereo not given)	u	5%	u
9	CCOC(=O)CN1C(=O)C(O)=C(C(C)=O)C1c1ccc(F)cc1 (stereo not given)	1%	-3%	-4%
10	O=C(N[C@@H]1CCC(=O)N(CC[C@H](Sc2ccc(Br)cc2)c2ccccc2)CC1)OCc1ccccc1	26µM*	-1%	18µM*
11	CCOC(=O)c1cc2c(ccn2C)n1CC(=O)N(C)C	2%	3%	16%
12	O=C(Nc1csc([N+](=O)[O-])c1)Nc1c(Cl)cccc1Cl	u	x	16µM*
13	CN(C)CCn1c(COc2ccccc2)nc2ccccc21	u	x	-12%
14	O=C1/C(=C\c2ccc(Br)o2)SC(=Nc2ccccc2)N1c1ccccc1	-6%	4%	u
15	Cc1ccc(S(=O)(=O)NNC(=O)c2csnn2)cc1	-8%	0%	0%

Following part:
#	structure	DT40 TDP1 CPT	TDP1 inh	TDP1 cell noCPT
16	Cn1c(CSCc2ccccc2Cl)n[nH]c1=S	-23%	5%	-10%
17	O=C(/C=C/c1ccc([N+](=O)[O-])cc1)Nc1ncc([N+](=O)[O-])s1	5.8µM*	2%	8.2µM*
18	C=C(C)Cn1c(Sc2nnc(C)s2)nc2c1c(=O)[nH]c(=O)n2C	-13%	5%	3%
19	CCCn1c(SCC(=O)Nc2cccc(S(=O)(=O)N(C)C)c2)nc2ccccc2c1=O	u	x	u
20	CCC(C)SCc1nc2ccccc2[nH]1 (stereo not given)	-26%	6%	u
21	F[Si-2](F)(F)(F)(F)F	-9%	0%	-26%
22	COc1ccc(-c2cc(C(F)(F)F)nc(SCC(=O)Nc3cc(C)on3)n2)cc1OC	2%	4%	-13%
23	CC(C)c1ccc(N=C(N)N=C(N)N)cc1	u	8%	u
24	CCOc1ccc(OCCC(=O)OCC(=O)NNC(=O)c2ccccc2)cc1	0%	-4%	-11%
25	Cc1ccc(NC(=O)COC(=O)CCC(=O)c2cccs2)c(Br)c1	1%	0%	11%
26	O=C(CN1CCCC1)Nc1cc(C(F)(F)F)cc(C(F)(F)F)c1	-2%	x	-1%
27	CC1CCN(S(=O)(=O)c2ccc(NC(=O)CCNC(=O)c3ccc(Cl)cc3)cc2)CC1	-3%	-5%	u
28	CCOC(=O)NC(C)N1C(=O)C2C3C=CC(C3)C2C1=O (stereo not given)	-6%	-3%	-2%
29	CC(=O)OCC(=O)Nc1ccc(C(C)=O)cc1	-17%	-1%	15%
30	O=C(COC(=O)Cc1ccc(S(=O)(=O)N2CCOCC2)s1)Nc1ccccc1	-9%	0%	u

The list continues.
#	structure	DT40 TDP1 CPT	TDP1 inh	TDP1 cell noCPT
31	COC(=O)c1c(C(=O)OC)c(-c2ccc(F)cc2)n2c1CS(=O)(=O)C2	u	x	-5%
32	CCCCn1c(N)c(N(CCOC)C(=O)c2ccc(N3C(=O)CCC3=O)cc2)c(=O)[nH]c1=O	1%	x	5%
33	COCCN(C(=O)COC(=O)c1ccc2[nH]c(C)c(C)c2c1)c1c(N)n(Cc2ccccc2)c(=O)[nH]c1=O	-22%	4%	0%
34	O=C1CSC(=S)N1/N=C/c1ccc(C(F)(F)F)cc1	u	x	u
35	O=C(COC(=O)CCc1nc2ccccc2c(=O)[nH]1)Nc1ccc(Cl)cn1	u	-1%	u
36	CCN(CC)CCCNC(=O)c1ccc2c3n(nc2c1)-c1ccc(Cl)cc1CO3	u	-1%	16µM*
37	O=C1/C(=C\c2cc(Cl)c(O)c(Cl)c2)SC(=S)N1Cc1ccccc1	6.5µM*	x	2.3µM*
38	Cc1ccc(NC(=O)CSCC(=O)O)c(C)c1	-12%	4%	-12%
39	Cc1ccc(C(=O)N/N=C/c2ccc(S(=O)(=O)O)o2)c(Cl)c1	-2%	-8%	-3%
40	CN1CCC(OC(=O)c2ccccc2)CC1	1%	x	0%
41	CC(C)c1cc(C(=O)Nc2cccc(Cl)c2)no1	-1%	-7%	-10%
42	COc1ccc(C(=O)NCC(=O)OCC(=O)c2ccc(Cl)cc2)cc1OC	1%	0%	-13%
43	O=C(C1COc2ccccc2O1)N1CCCC1 (stereo not given)	-9%	0%	3%
44	FC(F)(F)c1ccccc1-n1c(-c2cnccn2)n[nH]c1=S	-6%	2%	-19%
45	O=[N+]([O-])c1cccc2c(Br)[nH]nc12	32µM*	10%[56.1 µM]	u

The listing continues:
#	structure	DT40 TDP1 CPT	TDP1 inh	TDP1 cell noCPT
46	NC(=O)c1nsc(C(=O)N(Cc2cccnc2)C(C(=O)NC2CCCC2)c2ccc(F)cc2)c1N (stereo not given)	0%	0%	-5%
47	CCOc1ccc(S(=O)(=O)NCC2CCCO2)c2ccccc12 (stereo not given)	-26%	x	u
48	CN1CCN(CCCNC(=O)c2nnc(Cc3c(F)cccc3Cl)o2)CC1	-26%	6%	-3%
49	CN(C)c1ccc(NC(=O)Cn2c(=O)n(Cc3ccccc3)c(=O)c3ccccc32)cc1	-17%	5%	-4%
50	CCC1=C(OC(=O)N(CC)CC)N2C(=O)OC(=NCC3CC3)[C@]2(C)[C@H]2C1=CC[C@H]1C(=O)N(CC(=O)OC)C(=O)[C@H]12	-18%	6%&0%	-5%
51	CCOC(=O)N1C(=O)C[C@](Sc2ccc(C)cc2)(C(=O)OC)[C@H]1c1ccccc1	u	x	-22%
52	O=S(=O)(Cc1ccc(Cl)cc1)NCC1CCCO1 (stereo not given)	-2%	3%	0%
53	COc1ccc(S(=O)(=O)N2CCN(c3nc(-c4ccccc4)nc4ccccc34)CC2)cc1	u	1%	u
54	COc1ccc(NC(=O)c2cccc3c(Br)cccc23)cc1	u	x	u
55	CCN(CC)CCNC(=O)c1ccc(NC(=O)c2ccc(Cl)c(S(=O)(=O)N3CCCCCC3)c2)cc1	u	x	u
56	Cc1c(Cl)cccc1NC(=O)Cn1cc2c(n1)CCCC2	-17%	5%	-19%
57	O=C(NCCc1nc2ccccc2n1CCCOc1ccc2ccccc2c1)C1CCCCC1	u	0%	11µM*
58	CC1=NN(Cc2c(C)nn(Cc3ccccc3)c2C)C(C)(C)C1	-22%	-4%	-20%
59	CN1CCN(C2CCCCCC2)CC1	9%	2%	1%
60	CC(C)C(OC(=O)c1nsc(Cl)c1Cl)C(=O)NC1CCCCC1 (stereo not given)	-2%	1%	9%

Later entries.
#	structure	DT40 TDP1 CPT	TDP1 inh	TDP1 cell noCPT
61	CCOc1ccc(N(CC(=O)NCCc2ccc(C)cc2)S(=O)(=O)c2c(C)noc2C)cc1	23µM*	3%	u
62	COc1cc(OC)c(OC)cc1CN1CCN(S(=O)(=O)c2ccc(F)cc2)CC1	u	-2%	u
63	Cc1ccccc1C(=O)NCC(C)NC(=O)c1ccccc1C (stereo not given)	0%	x	-21%
64	Cc1nnc(SCC(=O)c2c(N)n(C3CC3)c(=O)[nH]c2=O)n1-c1ccccc1	-16%	-1%[56.1 µM]	23%
65	COC(=O)[C@@]12CCCN1[C@H](c1ccc(-c3ccc(Cl)c(Cl)c3)c(OC)c1)[C@H]1C(=O)N(C)C(=O)[C@H]12	13µM*	5%	23µM*
66	CC1CCc2ccccc2N1C(=O)c1cccs1 (stereo not given)	u	7%	u
67	Cc1sc2ncnc(OCC(=O)N3CCN(S(=O)(=O)c4ccccc4)CC3)c2c1C	-30%	2%	u
68	CC1c2cc3c(cc2CCN1C(=O)c1ccc(Cl)cc1)OCCCO3 (stereo not given)	16µM*	5%	13µM*
69	CSc1ccc(S(=O)(=O)NCC(=O)OCC(=O)N(C)CC(=O)Nc2ccccc2Cl)cc1[N+](=O)[O-]	-2%	x	-8%
70	O=C(O)CC(CC(=O)O)c1ccc2c(c1)OCO2	4%	x	-25%
71	Cc1cccc2nc(Cn3c(=O)n(CCC(=O)NCc4ccco4)c(=O)c4ccccc43)cc(=O)n12	-23%	x	u
72	CCC(C)NC(=O)CN(C)S(=O)(=O)c1ccc2c(c1)c(=O)n(C)c(=O)n2C (stereo not given)	-1%	-3%	-13%
73	CC(NC(=O)CCSCCC(=O)NC(C)c1ccccc1)c1ccccc1 (stereo not given)	0%	-1%	2%
74	CC1C(=O)N(Cc2ccccc2F)c2ccccc2N1C(=O)c1c(F)cccc1F (stereo not given)	18µM*	x	18µM*
75	CCN(C(=O)COC(=O)CNC(=O)c1cccs1)c1c(N)n(Cc2ccccc2)c(=O)[nH]c1=O	0%	x	23%

Six records picked at random from those above, as already listed:
#	structure	DT40 TDP1 CPT	TDP1 inh	TDP1 cell noCPT
63	Cc1ccccc1C(=O)NCC(C)NC(=O)c1ccccc1C (stereo not given)	0%	x	-21%
69	CSc1ccc(S(=O)(=O)NCC(=O)OCC(=O)N(C)CC(=O)Nc2ccccc2Cl)cc1[N+](=O)[O-]	-2%	x	-8%
65	COC(=O)[C@@]12CCCN1[C@H](c1ccc(-c3ccc(Cl)c(Cl)c3)c(OC)c1)[C@H]1C(=O)N(C)C(=O)[C@H]12	13µM*	5%	23µM*
68	CC1c2cc3c(cc2CCN1C(=O)c1ccc(Cl)cc1)OCCCO3 (stereo not given)	16µM*	5%	13µM*
71	Cc1cccc2nc(Cn3c(=O)n(CCC(=O)NCc4ccco4)c(=O)c4ccccc43)cc(=O)n12	-23%	x	u
64	Cc1nnc(SCC(=O)c2c(N)n(C3CC3)c(=O)[nH]c2=O)n1-c1ccccc1	-16%	-1%[56.1 µM]	23%

Following part.
#	structure	DT40 TDP1 CPT	TDP1 inh	TDP1 cell noCPT
76	Cc1oc(-c2ccccc2Cl)nc1CN(C)C(C)c1ccon1 (stereo not given)	-9%	5%	-24%
77	O=C(CSc1nc(-c2ccco2)cc(C(F)(F)F)n1)NC1CCCC1	21µM*	-2%	u
78	CCC(=O)Nc1cccc(C(=O)c2ccccc2)c1	-17%	8%	-9%
79	O=C(COC(=O)c1ccc(O)cc1O)Nc1ccc2ccccc2c1	15µM*	-7%	13µM*
80	COc1cccc(-c2cnc(C(O)c3ccc(C)c(F)c3)[nH]2)c1 (stereo not given)	-16%	x	-29%
81	O=C(NCCc1ccccc1)c1cc(Sc2ccc(F)cc2F)nc2ccccc12	u	3%	u
82	O=C(COc1ccccc1)Nc1ccc2c(c1)nc1n2CCSC1	-26%	1%	u
83	COc1ccc(-n2cc(-c3ccccc3)c3c(=O)[nH]cnc32)cc1	15%	0%	-9%
84	C[C@@H]1CN([C@@H](C)CO)C(=O)c2cc(NS(=O)(=O)c3ccc(F)cc3)ccc2O[C@@H](C)CCCCO[C@H]1CN(C)C(=O)NC1CCCCC1	23µM*	x	u
85	O=C(NNC(=S)NCCc1ccccc1)c1ccc(Br)s1	0%	7%	-17%
86	S=C(SSC(=S)N1CCOCC1)N1CCOCC1	0.046µM*	x	0.026µM*
87	CC(=O)c1cccc(Nc2nc(-c3sc(C)nc3C)cs2)c1	u	2%	u
88	O=C(NCCC1=CCCCC1)NC1CCCCC1	6%	2%	-1%
89	O=C(Nc1ccccc1)C1CCN(S(=O)(=O)c2ccc3c(c2)CCCN3C(=O)C2CCC2)CC1	u	7%	u
90	COc1ccc(/C=C(/NC(=O)c2ccc([N+](=O)[O-])cc2)C(=O)NC(C)(C)C)cc1	1%	3%	3%

(next part)
#	structure	DT40 TDP1 CPT	TDP1 inh	TDP1 cell noCPT
91	Cc1ccc(NC(=O)CSC2=NCCN2)cc1	23µM*	-3%	18µM*
92	CCOC(=O)c1ccc(-c2ccc3[nH]c4ccccc4c(=O)c3c2)cc1F	13%	x	0%
93	NNC(=O)CC1NCCN(Cc2ccccc2)C1=O (stereo not given)	3%	x	-13%
94	Cc1ccc(S(=O)(=O)NCc2ccncc2)cc1	4.1µM*	0%	3.7µM*
95	Cc1nc2ccccn2c1-c1ccnn1S(=O)(=O)c1ccc(F)cc1	21µM*	3%	12µM*
96	Cc1nnc(-c2ccccc2)o1	-3%	0%	-5%
